# Bioassay records from PubChem.
# TRPC4 inh: blocks the mouse TRPC4 cation channel. Q9QUQ5. HEK293 TRPC4beta/mu-opioid, DAMGO-evoked Fluo4 calcium flux; active compounds read low. B-score at 10 µM. 0.39% of 300,000 active. AID 2247;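 active = B-score over 3 SD under the library average, no early fluorescence shift, positive overall ratio signal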
#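 Test system – stable TRPC4beta/mu-opioid receptor HEK293 cells · Probe or stimulus – DAMGO, a submaximal dose followed by a maximal one · Dosing – one concentration per compound · Signal – Fluo4 calcium fluorescence by kinetic imaging, 5 s 1 Hz baseline · Evaluation – per-well B score of integrated baseline-normalized Fluo4 ratio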
# RGS4 block: inhibitors of human RGS4; 0.45% of 310,000 active; P49798; B-score at 10 µM; HEK293 M3R/RGS4 inducible, Fluo-4 calcium flux; active compounds read high; triggered by carbachol at its EC20;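 active = B-score, a plate-corrected calcium signal, over three deviations above library mean, with baseline fluorescence within five deviations of library mean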;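 note: RGS4 expression induced by doxycycline in cells with stable M3 receptor; B-score is computed from the integrated fluorescence ratio over baseline after carbachol; higher B-score means a larger calcium signal and so more RGS4 inhibition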
# Target sequence (P49798 whole entry, looked up): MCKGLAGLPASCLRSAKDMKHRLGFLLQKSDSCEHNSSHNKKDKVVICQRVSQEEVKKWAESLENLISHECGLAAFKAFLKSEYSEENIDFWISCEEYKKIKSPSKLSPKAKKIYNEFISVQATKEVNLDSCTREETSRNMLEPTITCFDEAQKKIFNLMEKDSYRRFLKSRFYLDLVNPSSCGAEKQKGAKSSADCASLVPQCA
# RGS4 pot: potentiators or activators of RGS4; B-score at 10 µM; 0.92% of 310,000 active; HEK293 M3R/inducible RGS4, carbachol calcium flux Fluo4; active compounds read low;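 active = B-score of the integrated calcium signal more than 4 SD below the library mean, with starting fluorescence not abnormally high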;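 note: negative B-score means reduced calcium response which marks RGS4 activation or potentiation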
#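 Reagent: ECmax carbachol challenge; Test system: M3R-expressing HEK293 line, RGS4 induced by doxycycline; Schedule: overnight RGS4 induction, 30 min dye load 37 °C, 20 min compound RT; Detection: calcium dye Fluo4 fluorescence; Read-out: Agonist-evoked peak-minus-minimum fluorescence over baseline, integrated ratio, B score.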
# MrgX1 agonist: activates human MrgX1 receptor signaling; MrgX1-HEK293 cells, Fluo-4 calcium fluorescence, agonist mode; active compounds read high; B-score at 10 µM; 0.44% of 310,000 active; AID 588627;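 active = calcium response B-score plate-corrected fluorescence ratio at least 3 library SD, with starting fluorescence B-score inside 5 SD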
# Target sequence (Q96LB2 whole entry, looked up): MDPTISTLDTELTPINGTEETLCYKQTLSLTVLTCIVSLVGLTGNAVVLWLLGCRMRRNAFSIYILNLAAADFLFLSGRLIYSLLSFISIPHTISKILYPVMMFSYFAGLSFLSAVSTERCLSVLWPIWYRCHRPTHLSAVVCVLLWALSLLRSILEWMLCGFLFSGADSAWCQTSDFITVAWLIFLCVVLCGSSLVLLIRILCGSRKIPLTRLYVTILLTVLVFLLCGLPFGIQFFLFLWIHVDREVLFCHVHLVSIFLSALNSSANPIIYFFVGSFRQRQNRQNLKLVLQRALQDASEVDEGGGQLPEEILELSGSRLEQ
#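 System – MrgX1-expressing HEK293 cells · Incubation – cells plated overnight, dye loaded 0.5 h 37 °C, 0.5 h room temperature · Technique – kinetic Fluo-4 NW fluorescence of intracellular calcium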
# SKKanGAS inh: blocks kanamycin growth of S. pyogenes SKKanGAS strain; BacTiter-Glo, 6 h; inhibition, % at 7.5 µM; 1.3% of 300,000 active; AID 1662;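 active = mean replicate score, as percent of positive control median, at least 50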;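 note: strain carries kanamycin resistance gene driven by streptokinase promoter and grows in 40 µg/ml kanamycin; loss of luminescence reflects streptokinase promoter inhibition or plain growth inhibition; 0% = median of DMSO wells and 100% = positive control at its reference dose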
# MrgX1 antagonist: human MrgX1 receptor antagonism, primary screen | MRGX1-HEK293 calcium flux, Fluo-4, BAM8-22 antagonism; active compounds read low | B-score at 10 µM | Q96LB2 | 1.3% of 310,000 active;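 active = calcium-response B-score plate-corrected more than 3 library SD below zero, starting fluorescence within 5 deviations, no agonist response on first addition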;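 note: peak minus trough fluorescence over baseline after final BAM8-22 challenge near maximal dose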
# HIF act: HIF pathway transcriptional activation. U2OS HRE-luciferase reporter, luminescence; normalized: DMSO 0%, desferrioxamine 100%. activation, % at 7.5 µM (by protocol). 0.32% of 300,000 active. AID 1910;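 active = mean activation of at least 10% of the iron chelator positive control signal, with at least half of replicates also reaching 10%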
# MrgX1 PAM: human MrgX1 positive allosteric modulation, primary screen; Q96LB2; MrgX1-HEK293, Fluo-4 calcium flux, FDSS; active compounds read high; B-score at 10 µM; 0.63% of 310,000 active; AID 588675;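 active = plate-corrected calcium response at least 3 library SD above typical, normal starting fluorescence, not activating the receptor alone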;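 note: compound read alongside a low EC10 to EC30 dose of BAM8-22 agonist; peak minus trough fluorescence over baseline measured at the second addition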
# TRPC6 inh: blocks the mouse TRPC6 cation channel. Q61143. HEK293-TRPC6, membrane potential dye, ACh-evoked depolarization; active compounds read low. B-score at 10 µM. 1.1% of 310,000 active. AID 2553;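 active = B-score under library mean minus 3 SD, initial fluorescence not abnormally high, positive integrated signal ratio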;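 note: B-score derived from integrated fluorescence ratio over the kinetic read; more negative B-score means stronger inhibition of depolarization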
# Platelet DG rel: platelet dense granule release activity; human platelet-rich plasma, SFLLRN dense granule ATP release, luminescence; inhibition, %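 (compounds screened at 7.5 µM in platelet-rich plasma)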; 0.22% of 300,000 active;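 active = mean replicate score, as percent of positive control, at or above 50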
# TRPC6 activator: activates the mouse TRPC6 cation channel. Q61143. B-score at 10 µM. 0.13% of 310,000 active. HEK293-TRPC6 membrane potential dye fluorescence; active compounds read high;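 active = B-score of the integrated fluorescence ratio above library mean plus 3 SD, and starting fluorescence ratio within library mean plus 5 SD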;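 note: higher score means more depolarization so channel activation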
# The depositor's hits bear a star; i = inactive; x = not tested or not shown.
SMILES	RGS4 block	MrgX1 antagonist	HIF act	MrgX1 agonist	RGS4 pot	TRPC6 activator	Platelet DG rel	TRPC6 inh	TRPC4 inh	MrgX1 PAM	SKKanGAS inh
Cc1nnc(NC(=O)c2cc3ccccc3o2)s1	i	i	0.6	i	i	i	0	i	i	i	19
Cc1sc2nc(COC(=O)c3cccc(S(=O)(=O)N(C)c4ccccc4)c3)[nH]c(=O)c2c1C	i	i	0.0	i	i	i	-5	i	i	i	7
NC(=O)CN1C(=O)C(=O)N(Cc2ccc(Cl)cc2)C1=O	i	i	0.2	i	i	i	2	i	i	i	-3
CCOC(=O)C1CCN(C(=O)CCc2c(C)nc3cc(-c4ccc(OC)cc4OC)nn3c2C)CC1	i	i	0.2	i	i	i	-1	i	i	i	7
Cc1ccc(S(=O)(=O)NCCC(=O)N2CCCCCC2)cc1	i	i	-0.4	i	i	i	9	i	i	i	-3
COc1ccc(OC(C)=O)c(C2c3cc(OC)c(OC)cc3CCN2C(C)=O)c1 (centres undefined)	i	i	0.0	i	i	i	2	i	i	i	2
CSc1ccccc1NC(=O)CN(C)CC(=O)NCC(=O)Nc1ccc(F)cc1	i	i	-0.2	i	i	i	14	i	i	i	-12
Cc1ccc(C)c(NC(=S)NC(C)C(c2cccs2)N2CCOCC2)c1 (centres undefined)	i	i	-0.1	i	i	i	-6	i	i	i	2
COc1ccc(OC)c(NC(=O)N[C@@H](Cc2ccccc2)C(=O)O)c1	i	i	-0.3	i	i	i	3	i	x	i	1
C/C(=N/NC(=O)CN1CCN(Cc2ccccc2)CC1)c1ccc([N+](=O)[O-])cc1	i	i	0.2	i	i	i	-8	i	i	i	-14
CCCCn1c(N)c(N(CC)C(=O)c2ccc(Cl)c(Cl)c2)c(=O)[nH]c1=O	i	i	-0.1	i	i	i	7	i	i	i	1
CCc1cccc(NC(=O)CCNS(=O)(=O)c2ccc3[nH]c(=O)oc3c2)c1	i	i	-0.3	i	i	i	-17	i	i	i	-5
COc1ccc(OC)c(NC(=O)CN2CCN(C(=O)c3ccco3)CC2)c1	i	i	-1.3	i	i	i	-5	i	i	i	-3
COc1cccc(C2C(C#N)=C(N)OC3=C2C(=O)CC(c2ccco2)C3)c1OCc1ccc(F)cc1 (centres undefined)	i	i	-0.5	i	i	i	x	i	i	i	22
COc1ccc(CN2CCSc3sccc3C2=O)cc1	i	i	-2.0	i	i	i	1	i	i	i	-3
O=C(Nc1cccc(Cl)c1)ON=C1c2ccccc2-c2ccccc21	i	i	3.3	i	i	i	-2	i	i	i	1
CC(NC(=O)NC1CCCCC1)C(c1cccs1)N1CCN(C)CC1 (centres undefined)	i	i	0.2	i	i	i	6	i	i	i	-3
O=C(CCN1C(=O)C2CC=CCC2C1=O)N1CCN(c2ccccn2)CC1 (centres undefined)	i	i	-1.2	i	i	i	-2	i	i	i	-2
CC1=C(c2ccccc2)C(=S)NC(C)(C)C1	i	i	-0.5	i	i	i	-1	i	i	i	16
O=C(N/N=C/c1ccoc1)c1cc(Br)ccc1O	i	i	-0.2	i	i	i	0	i	i	i	0
CC(=O)C(/C=N/c1cc(-c2ccc(C)cc2)nn1-c1ccccc1)=C(\C)O	i	i	2.4	i	i	i	5	i	i	i	-9
Cc1cccc(NC(=O)c2cc(=O)[nH]c3ccccc23)c1	i	i	0.1	i	i	i	2	i	i	i	2
O=C(Nc1ccc(S(=O)(=O)Nc2ncccn2)cc1)C1=NN(c2ccccc2)C(=O)CC1	i	i	-0.3	i	i	i	0	i	i	i	17
CC(=O)c1cccc(N=Nc2c(C)[nH]c3ccccc23)c1	i	i	1.3	i	i	i	4	i	i	i	-6
COc1ccc(Cl)cc1C(=O)Nc1ccccc1N1CCN(C)CC1	i	i	-0.1	i	i	i	3	i	i	i	6
CC(CC(=O)O)CC(=O)Nc1cc(C(F)(F)F)cc(C(F)(F)F)c1 (centres undefined)	i	i	0.1	i	i	i	16	i	i	i	2
COc1ccc2oc(C(=O)OC(C)C(=O)NCc3ccccc3)c(C)c2c1 (centres undefined)	i	i	-0.2	i	i	i	2	i	i	i	-3
COc1ccc(OCCCC(=O)NNC(=O)c2ccncc2)cc1	i	i	-0.1	i	i	i	23	i	i	i	-16
Fc1ccc(-c2nc3n(n2)Cc2ccccc2-3)cc1	i	i	x	i	i	i	x	i	i	i	17
CCCCCCCCOC1OC(CO)C(O)C(O)C1NC(C)=O (centres undefined)	i	i	-0.1	i	i	i	-5	i	i	i	-1
O=C(CCCc1nc(-c2ccccc2)no1)N1CCOCC1	i	i	0.9	i	i	i	12	i	i	i	-1
CC(=O)Nc1sc(N/N=C/c2ccc(C)cc2)nc1-c1ccc(C)cc1	i	i	3.0	i	i	i	-5	i	i	i	1
COc1cc(OC)cc(C(=O)NNC(=S)Nc2ccc(S(N)(=O)=O)cc2)c1	i	i	2.0	i	i	i	-7	i	i	i	-8
N#C/C(=C\c1cccnc1)C(=O)Nc1ccc(O)cc1F	i	i	-6.6	i	i	i	-5	i	i	i	4
O=C(O)CC1=C(Nc2ccccc2)C(=O)N(c2ccccc2)C1c1ccc(F)cc1 (centres undefined)	i	i	1.2	i	i	i	-9	i	i	i	0
CCC1Oc2ccc(C)cc2N(Cc2cccc(C)c2)C1=O (centres undefined)	i	i	-0.6	i	i	i	18	i	i	i	0
C=CCc1cc(C=O)cc(OCC)c1O	i	i	-0.8	i	i	i	2	i	i	i	7
Cc1nc2ccc(Br)cn2c1C(=O)N/N=C\c1ccccc1[N+](=O)[O-]	i	i	0.0	i	i	i	-1	i	i	i	-5
O=C(NCCc1c[nH]c2ccccc12)C(=O)Nc1ccccc1	i	i	2.5	i	i	i	2	i	i	i	-10
CCOC(=O)c1sc2nc(CC(=O)OC)nc(NCc3ccc(Cl)cc3)c2c1C	i	i	0.2	i	i	i	0	i	i	i	31
O=C(CCc1nnc(COc2ccccc2)o1)NCc1ccccc1	i	i	-0.1	i	i	i	10	i	i	i	0
CCOc1ccc(NC(=O)CC2C(=O)N(c3cccc(OC)c3)C(=O)N2C(C)C)cc1 (centres undefined)	i	i	-0.1	i	i	i	2	i	i	i	-4
O=C(CN1C(=O)c2ccccc2C1=O)Nc1cccc([N+](=O)[O-])c1	i	i	-0.2	i	i	i	2	i	i	i	-3
NC(=O)NC(CC(=O)Nc1cccnc1)c1cccc(Br)c1 (centres undefined)	i	i	0.0	i	i	i	1	i	i	i	7
CCOC(=O)c1c(NC(=O)c2ccc(Br)o2)sc2c1CCCC2	i	i	-0.3	i	i	i	-7	i	i	i	3
CCC1CCCCN1C(=O)c1nn2cccnc2c1Cl (centres undefined)	i	i	0.1	i	i	i	-12	i	i	i	-13
O=C(Nc1ccc(Oc2cccc(C(F)(F)F)c2)nc1)c1ccccc1	i	i	-1.0	i	i	i	-6	i	i	i	-6
O=C(Nc1ccc(Cl)cc1)N1CCN(Cc2ccc3c(c2)OCO3)CC1	i	i	-0.2	i	i	i	-2	i	i	i	-14
Cc1nn(-c2ccc(C(=O)O)cc2)c(N)c1-c1ccccc1	i	i	1.1	i	i	i	3	i	i	i	-9
O=C1CC(N2CCN(c3nc4ccccc4s3)CC2)C(=O)N1Cc1cccs1 (centres undefined)	i	i	0.0	i	i	i	-4	i	i	i	14
CCCNC(=O)CSc1nc2[nH]ncc2c(=O)[nH]1	i	i	-0.4	i	i	i	3	i	i	i	-10
COc1ccc(N2CC(C(=O)N[C@@H](C)C(=O)NC(C)c3ccccc3)CC2=O)cc1 (some centres undefined)	i	i	0.5	i	i	i	-1	i	i	i	4
Cc1cc(NC(=O)c2ccccc2O)nc(C)n1	i	i	-0.2	i	i	i	-2	i	i	i	14
COc1ccc(CC2(CO)CCN(Cc3c(C)nn(C(C)C)c3C)CC2)cc1	i	i	-0.1	i	i	i	1	i	i	i	-1
CCCC/C=C/[C@H](c1ccccc1)[C@H](CO)Cc1cccnc1	i	i	2.6	i	i	i	0	i	i	i	8
COc1ccccc1N1CCN(Cc2cc(=O)c(OCC#N)co2)CC1	i	i	-1.7	i	i	i	-3	i	i	i	-2
O=C(CSCc1ccccc1Br)NC1CC1	i	i	0.5	i	i	i	1	i	i	i	5
CC(Oc1ccccc1)C(=O)NC1CC(C)(C)NC(C)(C)C1 (centres undefined)	i	i	-0.4	i	i	i	5	i	i	i	1
C=CCn1c(SCn2nnc3ccccc3c2=O)nnc1-c1ccc(Cl)cc1	i	i	1.4	i	i	i	0	i	i	i	0
COc1ccccc1CN(C)C(=O)CNC(=O)c1cccc(Cl)c1	i	i	-1.5	i	i	i	-1	i	i	i	-2

# (next part)
SMILES	RGS4 block	MrgX1 antagonist	HIF act	MrgX1 agonist	RGS4 pot	TRPC6 activator	Platelet DG rel	TRPC6 inh	TRPC4 inh	MrgX1 PAM	SKKanGAS inh
COC(=O)c1ccc(C23CC4(C2)[C@H](CN(CC2CCCCC2)[C@@H]4c2ccccc2)C3c2ccc(Cl)nc2)cc1 (some centres undefined)	i	i	0.1	i	i	i	7	i	i	i	4
O=c1ccc(Cc2ccccn2)n[nH]1	i	i	-0.8	i	i	i	1	i	i	i	-4
COc1ccc(C(=O)/C=C/Nc2ccc(NC(C)=O)cc2)cc1OC	i	i	0.2	i	i	i	0	i	i	i	4
CCc1ccc2nc(NC(=O)c3ccc4c(=O)[nH]c(CN5CCOCC5)nc4c3)sc2c1	i	i	3.0	i	i	i	20	i	i	i	2
CCC(C)(C)n1nnnc1C(c1cccnc1)N1CCC(Cc2ccccc2)CC1 (centres undefined)	i	i	-0.1	i	i	i	13	i	-6*	i	2
Cc1ccc(-n2ncc(C(=O)NCc3ccc4c(c3)OCO4)c2NC(=O)c2ccco2)cc1C	i	i	-0.5	i	i	i	7	i	i	i	9
CNC(=O)COC(=O)c1ccc(NS(=O)(=O)c2ccc3c(c2)OCCO3)cc1	i	i	0.0	i	i	i	-1	i	i	i	1
O=c1cc(C(F)(F)F)[nH]c2ccccc12	i	i	-0.2	i	i	i	-2	i	i	i	3
